# Pf Dd2 growth – Plasmodium falciparum Dd2 growth inhibition; 4.3% of 120,000 active; P. falciparum Dd2 growth, SYBR Green, 72 h; Potency, µM (highest dose often 28.9 µM), for inactives: at the highest dose activity, negative = inhibition, most hits filed as inhibitors; active = well fitted inhibition curve with a large enough effect; inconclusive = small, poorly fitted or top-dose-only effect; inactive = no such curve, though single readings can be large or run the other way;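 note: plate controls were DMSO vehicle for no effect and reference drug for full effect; nearly all actives have a fitted effect of over 65% in size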
#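 Infected erythrocytes (Dd2, 0.3% parasitemia, 2.5% hematocrit final) are added to compound in RPMI-1640/Albumax II medium, grown 72 h at 37C in low oxygen, then lysed with saponin/Triton-X containing SYBR Green and read by fluorescence.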
# Active calls of the source: *; i = inactive; ? = inconclusive; ! = not confirmed by another sample; [ ] = dose if it differs, or a comment. Potency is the fitted concentration of half-maximal effect. Some of the compounds tested; count on the stated rates, not on these rows.
SMILES,Pf Dd2 growth
Cc1ccc(-c2cccc(CN3CCCC(c4nc5ccc(C)cc5c(=O)[nH]4)C3)c2)c(C)c1 (stereo not given),7.9µM*!
O=S(=O)(c1ccccc1)c1nnn2c1nc(NCc1ccncc1)c1ccccc12,-5%
c1ccc(Nc2cc3c(cn2)CN(Cc2ccsc2)CCN3)cc1,?
COc1ccc(C2(C(=O)NCC(=O)N3CCCCCCNC(=O)CC3c3ccccc3)CC2)cc1 (stereo not given),?
O=C(NCc1nnc2n1C(C(=O)O)CC2)c1cccc(Cl)c1 (stereo not given),6%
CCOc1ccccc1NC(=O)CSC1=Nc2ccccc2C2=NC(CC(=O)NC3CCCCC3)C(=O)N12 (stereo not given),11µM*
COC(=O)CCCNC(=O)[C@@H]1[C@@H](NC(=O)NC2CCCCC2)CCN1C(=O)CC(C)(C)C,15%
CCn1c(C2CCCN(C(=O)c3ccco3)C2)nn(C)c1=O (stereo not given),-13%
Cc1cccc(NC(=O)c2ccc3c(c2)N(C)C2CCCCCN2C3=O)c1 (stereo not given),i
COc1ccc(Cl)cc1C(=O)NCCS(=O)(=O)N1CCN(c2ccccc2OC)CC1,i
COc1cccc(CNC(=O)[C@@H]2C[C@@H](O)CN2C2CCN(C(=O)c3cccc4nccnc34)CC2)c1,14%
CC1CCN(c2nc3c(-c4cccc(Br)c4)nnn3c3ccccc23)CC1,25%
O=C(Nc1cccc(C(F)(F)F)c1)N[C@H]1[C@H](O)[C@@H](N2CCC(Cc3ccccc3)CC2)[C@@H]2OC[C@H]1O2,-8%
COc1ccccc1-c1cnc2n[nH]c(-c3ccc(F)cc3C)c2n1,i
Cc1ccc(N2CCN(C(=O)c3c(C)oc4ncn(C)c(=O)c34)CC2)c(C)c1,16%
Cc1ccc2c(c1)cc1c(=O)n(Cc3cccc(Cl)c3)nc(C)n12,i
CCCNc1nc(NCc2ccccc2OC)c2cnn(C)c2n1,-2%
Cc1ccccc1CNC(=O)C1CCN(C(=O)c2ncn3c2COC(c2ccccc2)C3)CC1 (stereo not given),i
Cc1cccc(NC(=O)Cn2nnc(-c3nc(-c4ccncc4)no3)c2N)c1,-7%
COc1ccc(F)c(CN2CCCC(O)(CN(C)Cc3cc(C)on3)C2=O)c1 (stereo not given),-5%
Cn1c(CNC(=O)C2CCCN(C(=O)c3ccccc3)CCC(=O)NCC2)nc2ccccc21 (stereo not given),-12%
CCOC(=O)c1sc2nc(C)n(CC(=O)Nc3cccc(Cl)c3)c(=O)c2c1C,27%
Cc1ccc(C2c3[nH]c4ccccc4c3CCN2C(=O)Nc2ccc(C)c(C)c2)cc1 (stereo not given),?
COCc1nc(C2CCCN(C(=O)c3cc(OC)cc(OC)c3)C2)no1 (stereo not given),30%[activator]
Cn1cccc1-c1cc2n(n1)CCC(=O)N2CC(=O)Nc1ccc(F)cc1Cl,-18%
Cc1ccc(C(=O)N2C[C@@H](CO)[C@H](c3ccncc3)C2)nc1,-5%
CCOC(=O)c1cccc(NC(=O)c2ccc3c(c2)N(CC)C2CCCCN2C3=O)c1 (stereo not given),i
Cc1ccc(F)cc1S(=O)(=O)N1CC(c2nc(-c3ccncc3)no2)C1,i
CS(=O)(=O)N(C1CC1)C1CCOC2(CCN(C(=O)C3(c4ccccc4)CC3)CC2)C1 (stereo not given),?
Cc1[nH]cnc1-c1nccn1CCc1c[nH]c(=O)[nH]c1=O,-14%
O=C(C[C@@H]1C[C@H]2O[C@H](CNC3CCNCC3)[C@@H](O)[C@H]2O1)N1CCC(F)(F)C1,-3%
Cc1cccc(C)c1NC(=O)Cn1cccc1-c1nc(-c2ccc(F)cc2)no1,36%[activator]
Cc1nc(CC(=O)N2CCCC(C(=O)NCCCO)C2)cs1 (stereo not given),-2%
CCc1noc(-c2cccn3c(CNC(=O)c4ccoc4)nnc23)n1,i
Cc1ccc(N(Cc2cc3ccccc3[nH]c2=O)C(=O)c2cccc(Cl)c2)cc1,-21%
COc1ccc(CNC(=O)c2noc(-c3ccc(F)cc3)n2)cc1,43%[activator]
CC(C)c1nc2c(c(-c3ccc(O)cc3)n1)CN(Cc1ccccn1)CC2,i
CN(C)C[C@@H]1CN(C2CCOCC2)C[C@H]1NC(=O)Cc1ccsc1,14%
COc1ccc(C2C(C(=O)OC(C)(C)C)=C(C)N=C3SC=C(CC(=O)N4CCCC4)N32)cc1OC (stereo not given),?
CCCCC12CN3CC(C)(CN(C1)C3c1ccc(OCc3ccccc3)cc1)C2=O (stereo not given),?
CCOc1ccccc1NC(=O)c1nn(-c2ccc(OC)cc2)c(=O)c2c1c1ccccc1n2C,i
COc1cc2c(cc1OCc1ccncc1)NC(=O)C21CCN(c2nc(C)cc(C)n2)CC1,?
Cn1ccnc1C(=O)N1CCCCCNC(=O)[C@H]2C[C@H](C(=O)N3CCc4ccccc4C3)C[C@H]21,-25%
CCOc1ccc(NC(=O)c2cc(S(=O)(=O)NC3CCCC3)ccc2F)cc1,-18%
Cc1nc2c(c(=O)[nH]1)CCN(C(=O)c1c(C)nn(-c3ccc(F)cc3)c1C)C2,12%
O=C(NC1CCCCC1)[C@@H]1C[C@@H](O)CN1C1CCN(C(=O)c2n[nH]c(=O)c3ccccc23)CC1,-22%
CNc1ccc(-c2noc([C@@H]3CCCN3Cc3ccc(CO)o3)n2)cn1,i
Cc1nc2c(NS(=O)(=O)c3ccc(Cl)cc3)cccn2n1,-3%
O=C(C1CCN(S(=O)(=O)N2CCOCC2)CC1)N1CCc2nc3cc[nH]n3c(=O)c2C1,28%[5.79 µM]
COCCCNC(=O)c1oc2c(c1C)-c1nn(Cc3ccccc3Cl)cc1CC2,i
# (more compounds)
SMILES,Pf Dd2 growth
CC(C)(C)c1ccc(C(=O)Nc2cc(-c3ccccc3)nn2-c2ccccc2)cc1,-4%
CC[C@@H]1[C@@H](NC(=O)CCc2c(C)nc3ncnn3c2C)[C@@H]2CCO[C@H]12,-5%
COc1ccc(CN2CCC3(CNc4ccccc4[S+](=O)([O-])N3)C2)cc1 (stereo not given),i
O=C(Nc1cccc(C(=O)OCc2cc(=O)n3c4c(sc3n2)CCCC4)c1)c1ccc(Cl)cc1,i
Cn1ccnc1C(=O)N1CCCCCCNC(=O)[C@@H]2C[C@@H](c3nc(-c4cccnc4)no3)C[C@@H]21,?
Cc1cc(=O)[nH]c2nnc(SCc3ccc(Cl)cc3)n12,15%
O=C(O)CCC(=O)N1C[C@@H]2OCC(=O)N(c3ccccc3)[C@@H]2C1,36%[activator][44.1 µM]
O=S(=O)(c1cccs1)N1CCc2nc(C3CC3)nc(-c3ccc(Cl)cc3)c2C1,-11%
CCOc1ccc(NC(=O)c2cc3c(s2)CN(C2CCCC2)C3)cc1,?
CNC(C)c1ccncc1 (stereo not given),5%[44.1 µM]
Cc1ccc(NC(=O)N2[C@H]3CC[C@@H]2c2cncnc2C3)cc1F,-1%
COc1cc(C2CC(=O)N(c3ccccc3)C3=C2C(=O)OC3)cc(OC)c1OC (stereo not given),-16%
COc1ccc(C(=O)Nc2cccc(OCc3cc(=O)n4c5c(sc4n3)CCCC5)c2)cc1,0%
O=C1NCCN2CC3(CCN(S(=O)(=O)Cc4ccccc4)CC3)CC12 (stereo not given),-9%
CCc1cccc(-n2nnnc2N2CCN(C(=O)NC(C)(C)c3ccccc3)CC2)c1,34%[activator]
O=C(c1ccc2c(c1)OCO2)N1CCn2c(nn(-c3cccc(Cl)c3)c2=O)C1,0%
O=C(Cn1nc2n(c1=O)CCCC2)NCc1ccccc1,10%
COc1ccc(N2CC(C(=O)Nc3ccc(NC(C)=O)cc3)CC2=O)cc1 (stereo not given),34%[activator]
CC1=C[C@@H](CN2C(=O)C(C)=C(C)C2=O)[C@H](C(C)C)C[C@H]1Cc1nc2ccccc2[nH]1,?
Cn1c(CO[C@H]2CN(C(=O)C3CC3)C[C@H]2F)nc2ccccc21,16%[44.1 µM]

# Sorted by heavy-atom count (smallest number first): some entries from above.
SMILES,Pf Dd2 growth
Cc1ccc(NC(=O)N2[C@H]3CC[C@@H]2c2cncnc2C3)cc1F,-1%
COc1cc(C2CC(=O)N(c3ccccc3)C3=C2C(=O)OC3)cc(OC)c1OC (stereo not given),-16%
COc1ccc(C(=O)Nc2cccc(OCc3cc(=O)n4c5c(sc4n3)CCCC5)c2)cc1,0%

# Other entries follow.
SMILES,Pf Dd2 growth
O=C1NCc2ccccc2CC12CCCN2Cc1ccc(F)cc1 (stereo not given),?
CCSc1ccccc1C(=O)Nc1ccc(-c2nc3ccccc3s2)c(O)c1,?
COc1cc(NC(=O)CCc2c(C)nc3c4c(C)cc(C)nc4nn3c2C)cc(OC)c1,-14%
COc1cc(NS(=O)(=O)c2ccc(NC(=O)C(C)Oc3ccc(Cl)cc3Cl)cc2)nc(OC)n1 (stereo not given),8%
Cc1ccc(-c2nnc([C@H]3CCN(Cc4ncc[nH]4)C3)o2)cc1,i
Cc1cccc(-n2nnc(-c3nc(-c4cccs4)no3)c2N)c1C,-4%
O=C(CCCCCn1c(=O)[nH]c2ccccc2c1=O)NCc1cccc(Cl)c1,?
Cc1ccc(NC(=O)CCS(=O)(=O)c2cccc3nonc23)c(C)c1,21%
O=C(NCc1cccnc1)c1c(OCC2CC2)cc(=O)n2c1CCOCC2,12%
CCOc1ccc(C(c2c(O)cc(C)n(CCOC)c2=O)N2CCN(c3ccc(F)cc3)CC2)cc1 (stereo not given),i

# Pulled by compound from the list above (2):
SMILES,Pf Dd2 growth
Cc1cccc(-n2nnc(-c3nc(-c4cccs4)no3)c2N)c1C,-4%
O=C1NCc2ccccc2CC12CCCN2Cc1ccc(F)cc1 (stereo not given),?

# (cont.)
SMILES,Pf Dd2 growth
COc1ccc(NC(=O)N2c3ccccc3CC2c2nc(C(C)C)no2)c(C)c1 (stereo not given),i[5.79 µM]
O=C(Cc1c[nH]c2ncc(-c3ccc(Cl)cc3)cc12)NCc1cccnc1,?
COc1ccc(NC(=O)Nc2cccn3nc(C(C)C)nc23)cc1,-23%
Cc1ccc(Cc2nc3ccccc3nc2SCC(=O)NCc2ccccc2Cl)cc1,-12%
CN1CCC(Cn2ccc3c(N4CCOCC4)nc(-c4cccc(N[S+](C)(=O)[O-])c4)cc32)CC1,?
O=C(Cn1ncc2c([nH]c3ccccc32)c1=O)NCCCN1CCN(c2ccc(F)cc2)CC1,?
COc1ccc(CN2C=C(C(=O)OCc3noc(-c4ccccc4)n3)C(C)=NS2(=O)=O)cc1,22%
CC(=O)N(C)C1CCc2ccccc21 (stereo not given),-14%[44.1 µM]
C[C@@H]1CN(C(=O)c2nc3sccn3c2-c2nc3ccccc3n2C)C[C@H](C)O1,-26%
O=C1NC2(CCN(Cc3cccnc3)CC2)COc2ccccc21,-13%[44.1 µM]
O=C(C1CCCN(S(=O)(=O)c2cccs2)C1)N1CCN(c2cccc(Cl)c2)CC1 (stereo not given),?
CNC(=O)CCn1ncc2cc(OCc3ccccc3-c3cncc(OC)c3)ccc21,?
CC(C)CN1CC2(CCN(C(=O)c3cc(-c4ccccc4)nn3C)CC2)CC1=O,-19%
CSc1ccc(-c2ccc3c(c2)C(=O)N2CC[C@H](NC(=O)c4cccs4)C[C@H]2C(=O)N3)cc1,?
CNCc1nccs1,5%[44.1 µM]
COc1ccc(CCC(=O)NCC23CCC=C2NC(=O)CC3)cc1 (stereo not given),-13%
CCc1noc(Cc2c(C)nn(-c3ccccc3)c2C)n1,-12%
O=C(Cn1nc2c(cc1=O)CCCCC2)N1CCN(Cc2ccc3c(c2)OCO3)CC1,-17%
COc1ccccc1-c1nccc2c(=O)cc(N3CCOCC3)oc12,i
O=C(Cn1cccc1-c1nc(-c2ccc3c(c2)OCO3)no1)Nc1ccccc1,2.8µM*
CN(Cc1cccn1C)C(=O)c1ccc(F)cc1,i
O=C(NC1CCN(c2cc(-c3ccc(Cl)cc3)[nH]n2)C1)c1ccccc1F (stereo not given),i
Cc1ccc(Oc2nc3c(c(=O)n(Cc4ccccc4Cl)c(=O)n3C)n2C)cc1C,-4%
CN(Cc1ccccc1)C(=O)C[C@@H]1c2nc(NC(=O)CC(C)(C)C)sc2C[C@@H]2[C@](C)(CO)[C@H](O)CC[C@]21C,i
Cc1ccc(C)c(NC(=O)c2ccc(CN3CC(=O)N4CCCCC4C3=O)cc2)c1 (stereo not given),13%
COc1cccc(S(=O)(=O)N2C[C@@H](F)C[C@H]2C(=O)N2CCOCC2)c1,30%
Cc1n[nH]c(C)c1C(N)C(=O)NCc1ccccc1-n1ccnc1C (stereo not given),-7%
CCOc1ccc(S(=O)(=O)c2cn(CC)c3ccc(F)cc3c2=O)cc1,-2%
Cc1ccc(-c2nnc(Nc3cccc(Br)c3)c3ccccc23)cc1S(=O)(=O)NCC1CCCO1 (stereo not given),11µM*
COc1cc(NC(=O)CCc2c(C)nc3c(-c4ccc(F)cc4)c(C)nn3c2C)cc(OC)c1OC,?
Cc1ccc(CN2CCCOCCNC(=O)[C@@H]3CCCC[C@@H]32)s1,5µM*

# An excerpt of these results, with tabs:
molecule	Pf Dd2 growth
CCOc1ccc(S(=O)(=O)c2cn(CC)c3ccc(F)cc3c2=O)cc1	-2%
Cc1ccc(-c2nnc(Nc3cccc(Br)c3)c3ccccc23)cc1S(=O)(=O)NCC1CCCO1 (stereo not given)	11µM*
COc1cc(NC(=O)CCc2c(C)nc3c(-c4ccc(F)cc4)c(C)nn3c2C)cc(OC)c1OC	?
Cc1ccc(CN2CCCOCCNC(=O)[C@@H]3CCCC[C@@H]32)s1	5µM*

# Screening data deposited in PubChem BioAssay by National Center for Advancing Translational Sciences (NCATS).
